Compound activity as filed in PubChem.
H69AR growth 86K = proliferation blockers of H69AR lung cancer cells, primary screen, cell-based, human, 86K library | H69AR lung tumor viability, ATP luminescence, 72 h; stronger effect = lower value | viability, % at 10 µM | 85,000 tested, 6% active | AID 598, 2007;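 active = viability at or below 40%; inactive = viability above 40%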;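 also: multidrug resistant small cell line overexpressing MRP-1 efflux transporter; 100% = mean luminescence of untreated control wells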
ERa coact inh = ERα–SRC-1 coactivator interaction inhibitors, primary screen, biochemical, TR-FRET, ERα LBD, estradiol-bound; Estrogen receptor (Homo sapiens), P03372; TR-FRET ER-alpha LBD / SRC-1 peptide; inhibition, % at 25.6 µM; 86,000 tested, 1.7% active; in the data active = inhibition above about 50%;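 also: 0% = receptor plus peptide control and 100% = peptide only without receptor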
ERb SRC1 inh = inhibitors of ERβ-SRC1 coactivator interaction, primary screen, biochemical, TR-FRET, ERβ LBD, SRC-1 peptide; Estrogen receptor beta (Homo sapiens), Q92731; AID 633, 2007; 86,000 tested, 1.3% active; TR-FRET ER-beta LBD / SRC1-Cy5 peptide binding; receptor agonist-loaded with 1 µM estradiol; inhibition, % at 25.6 µM;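 active = compounds whose percent inhibition of the receptor-coactivator binding signal exceeds about 50% in the single-dose screen, limit read from the data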;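 also: 0% = receptor plus peptide wells without compound and 100% = peptide-only wells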
Target sequence (Q92731 whole entry, looked up, the tested form may be a part): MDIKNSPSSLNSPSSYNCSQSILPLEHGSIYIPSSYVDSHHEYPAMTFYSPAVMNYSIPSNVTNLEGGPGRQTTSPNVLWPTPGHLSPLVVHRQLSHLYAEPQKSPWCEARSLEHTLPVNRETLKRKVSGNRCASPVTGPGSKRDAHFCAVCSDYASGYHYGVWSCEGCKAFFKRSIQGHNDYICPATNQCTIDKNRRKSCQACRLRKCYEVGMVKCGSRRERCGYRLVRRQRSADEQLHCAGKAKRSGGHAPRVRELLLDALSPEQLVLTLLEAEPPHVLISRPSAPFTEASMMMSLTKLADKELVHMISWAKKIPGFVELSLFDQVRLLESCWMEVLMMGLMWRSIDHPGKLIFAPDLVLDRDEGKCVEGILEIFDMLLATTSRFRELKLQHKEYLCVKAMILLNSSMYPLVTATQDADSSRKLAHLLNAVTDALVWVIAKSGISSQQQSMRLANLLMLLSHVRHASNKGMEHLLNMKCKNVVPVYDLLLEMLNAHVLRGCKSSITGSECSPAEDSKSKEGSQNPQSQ
Lung fibro prol = antiproliferative effect on LL 47 fibroblasts – human, LL 47 cells, CellTiter-Glo luminescence, primary screen. LL 47 human lung fibroblast viability, ATP luminescence; stronger effect = lower value. viability, % at 10 µM. 85,000 tested, 1.1% active. AID 719, 2007;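 active = viability at or below 50% in the single dose screen; inactive = viability above 50%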;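 also: compound exposure lasted 72 h before the ATP readout; 100% = median luminescence of untreated cell-only wells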
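test system = LL 47 human lung fibroblasts | amount = 1,150 fibroblasts seeded per well | medium = 15% FBS in IMEM | times = overnight cell rest, 72 h compound treatment at 37 °C | measured by = CellTiter-Glo luminescence measuring cellular ATP | read-out = viability percentage against median untreated-cell control | benchmarks = cell-only wells, no compound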
HUVEC prolif 384 = inhibitors of HUVEC proliferation, primary screen, cell-based, 384-well. 86,000 tested, 1.1% active. viability, % at 10 µM (by protocol). CellTiter-Glo luminescence, 72 h; stronger effect = lower value;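 active = viability at or below 30%; inactive = viability above 30%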;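 also: 100% = median luminescence of DMSO-only cell control wells on each plate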
ERa coact pot = enhancers of ERα–SRC-1 coactivator binding, primary screen, biochemical, TR-FRET, ERα LBD, low estradiol | Estrogen receptor (Homo sapiens), P03372 | TR-FRET ERalpha-LBD/SRC-Cy5 coactivator binding, 2 h; 100 = basal binding, no effect | coactivator binding (% of control), % at 25.6 µM | 86,000 tested, 1.3% active; in the data active = activity above about 200%;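 also: binding measured in presence of low estradiol as agonist stimulus; 0% = peptide alone without receptor and 100% = receptor with peptide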
Smad3 inh = Smad3/FoxH1 peptide binding inhibitors, primary screen, biochemical, TR-FRET; Mothers against decapentaplegic homolog 3 (Homo sapiens), P84022; TR-FRET Smad3/Dy647-FoxH1 peptide binding, europium anti-His; inhibition, % at 25 µM; 88,000 tested, 0.29% active;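 active = compounds that reduce the energy-transfer binding signal between the protein and its labelled peptide by more than half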;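 also: 0% = Smad3 plus labelled peptide maximal FRET and 100% = peptide-only background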
Candida biofilm = clotrimazole potentiators killing Candida biofilms, primary screen, with clotrimazole, Alamar Blue; C. albicans biofilm + clotrimazole; inhibition, % at 6 µM; 85,000 tested, 0.14% active;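 active = inhibition above 20%; inactive = inhibition below 20%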;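 also: preformed 24 hr biofilms exposed to compound for 48 hr; 0% = biofilm without compound and 100% = blank killed by clotrimazole plus chlorhexidine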
sEH act = soluble epoxide hydrolase activators, primary screen, biochemical, human sEH. Bifunctional epoxide hydrolase 2 (Homo sapiens), P34913. purified human sEH enzymatic activity, activator screen. activation, % at 2 µM. 91,000 tested, 0.04% active. AID 717, 2007; in the data active = activation above about 37%; also: values of inactives mirror those of a sister screen read the other way
Target sequence (P34913 whole entry, looked up): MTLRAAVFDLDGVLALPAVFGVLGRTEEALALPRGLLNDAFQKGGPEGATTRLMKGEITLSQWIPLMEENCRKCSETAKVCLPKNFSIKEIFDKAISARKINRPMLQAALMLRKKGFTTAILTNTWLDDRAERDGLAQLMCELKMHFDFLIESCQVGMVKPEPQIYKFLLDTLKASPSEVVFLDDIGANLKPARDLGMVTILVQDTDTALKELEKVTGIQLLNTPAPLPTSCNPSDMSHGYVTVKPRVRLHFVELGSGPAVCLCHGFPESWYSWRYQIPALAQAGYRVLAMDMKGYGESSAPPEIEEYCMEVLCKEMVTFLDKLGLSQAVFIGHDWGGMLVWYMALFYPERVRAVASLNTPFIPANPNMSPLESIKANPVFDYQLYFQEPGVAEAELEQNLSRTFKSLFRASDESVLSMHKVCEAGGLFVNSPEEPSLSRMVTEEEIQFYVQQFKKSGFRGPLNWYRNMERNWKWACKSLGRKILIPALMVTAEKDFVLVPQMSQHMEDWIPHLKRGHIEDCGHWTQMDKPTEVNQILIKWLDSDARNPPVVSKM
Starred values were filed as active, the others as inactive; x = not tested or not shown; [ ] = dose if it differs, or a comment. A portion of the library; the hit share may differ from the screen's.

[1] COc1ccc2nc(C(C)O)[nH]c2c1 (stereo not drawn)
[2] Cn1c(SCC(=O)Nc2nccs2)nnc1C12CC3CC(CC(C3)C1)C2
[3] COc1cc(C(=O)Nc2cc(C)c(OCC(=O)N3CCOCC3)c(C)c2)cc(OC)c1OC
[4] O=C(Cc1ccc(Cl)cc1)NCC(=O)N1CCCC1
[5] CCN(CC)S(=O)(=O)c1ccc(NC(=O)CSc2nnc(-c3cccc(OC)c3)n2C)cc1
assay / entry,1,2,3,4,5
H69AR growth 86K,96,76,72,97,55
ERa coact inh,-5,1,-3,-12,1
ERb SRC1 inh,-2,8,-6,5,9
Lung fibro prol,100,99,96,106,99
HUVEC prolif 384,92,108,88,87,105
ERa coact pot,109[fluorescence artefact?],104,105,107,84
Smad3 inh,-4,4,4,9[fluorescence artefact?],-15
Candida biofilm,-4,x,9,10,6
sEH act,11,-11,-6,4,-38

[6] Cc1c(C(=O)N2CCN(c3ccccn3)CC2)sc2ncnc(N3CCN(c4ccccc4)CC3)c12
[7] COCCn1c(SCC(=O)Nc2ccc(Cl)cn2)nc2ccccc21
[8] NC(=O)COc1ncn(-c2ccccc2)n1
[9] CCCCNC(=O)c1sc(=S)n(-c2ccccc2OC)c1N
[10] COc1ccc(C2CCCN2C(=O)Nc2cccc(C(C)=O)c2)cc1OC (stereo not drawn)
assay / entry,6,7,8,9,10
H69AR growth 86K,72,109,98,95,85
ERa coact inh,2[fluorescence artefact?],3,5,-21[fluorescence artefact?],2
ERb SRC1 inh,17[fluorescence artefact?],10,17,5,-2
Lung fibro prol,103,105,97,95,113
HUVEC prolif 384,61,107,105,104,102
ERa coact pot,207*[fluorescence artefact?],99,115,79,104[fluorescence artefact?]
Smad3 inh,-2,-6,-13,4,-6
Candida biofilm,5,-3,2,0,-1
sEH act,4,-2,-13,12,x

[11] CN1CCN(C(=O)c2ccccc2N(Cc2ccccc2)S(C)(=O)=O)CC1
[12] C=CCOc1c(Br)cc(CNn2nnnc2N)cc1OCC
[13] COc1ccccc1C1/C(=C(/O)c2ccccc2)C(=O)C(=O)N1CCO (stereo not drawn)
[14] Clc1ccc2nc(N3CCN(c4ccccc4)CC3)sc2c1
[15] O=C(Nc1ccc(Br)cc1Cl)c1cnccn1
assay / entry,11,12,13,14,15
H69AR growth 86K,88,79,102,107,98
ERa coact inh,-3,0,-2,-6,-22[fluorescence artefact?]
ERb SRC1 inh,-3,6[fluorescence artefact?],39,4,26[fluorescence artefact?]
Lung fibro prol,97,102,104,109,101
HUVEC prolif 384,106,107,99,99,103
ERa coact pot,135,96[fluorescence artefact?],116,123,94
Smad3 inh,6,-12,6,4,-10
Candida biofilm,8,0,10,9,3
sEH act,4,-14,3,2,x

[16] COc1cc(C2C3=C(CC(C)(C)CC3=O)N(C)C(=O)N2C)cc(OC)c1OC (stereo not drawn)
[17] COCCn1c(SCC(=O)Nc2ccc3c(c2)OCCO3)nc2c(c1=O)SC(C)C2 (stereo not drawn)
[18] COc1ccc(C)cc1NC(=O)CSc1nnc(CC(=O)Nc2cccc(C(F)(F)F)c2)n1C
[19] CCCCN(CCCNC(=O)CN1C(=O)COc2ccccc21)c1ccccc1
[20] CCc1c(C)[nH]n(CCC#N)c1=O
assay / entry,16,17,18,19,20
H69AR growth 86K,101,83,82,72,84
ERa coact inh,-16,-3,-2,1,-9
ERb SRC1 inh,-1[fluorescence artefact?],0,-8,-2[fluorescence artefact?],-3
Lung fibro prol,97,87,89,99,103
HUVEC prolif 384,91,87,83,101,86
ERa coact pot,120,137[fluorescence artefact?],109,96,114
Smad3 inh,2,-5,1,-9,5
Candida biofilm,5,11,5,9,2
sEH act,-3,x,25,x,-4

[21] CC(=O)CSc1nsc(SCC(C)=O)c1C#N
[22] Cc1ccc(N2CC(C(=O)NC3=NCCS3)CC2=O)cc1C (stereo not drawn)
[23] Cc1ccc(S(=O)(=O)N2CCC(C(=O)N(C)C3CCS(=O)(=O)C3)CC2)cc1 (stereo not drawn)
[24] Cc1cccc(NC2=Nc3ccccc3N3C2=Nc2c(c(C)nn2-c2ccccc2)C3c2ccc(O)c(O)c2)c1 (stereo not drawn)
[25] Nc1nnnn1/N=C/c1ccco1
assay / entry,21,22,23,24,25
H69AR growth 86K,31*,97,101,1.1*,101
ERa coact inh,-7,-3,-7,13,1[fluorescence artefact?]
ERb SRC1 inh,9,-4,1,24,-1[fluorescence artefact?]
Lung fibro prol,x,110,92,45*,94
HUVEC prolif 384,89,102,94,41,96
ERa coact pot,84,134,90,75,105
Smad3 inh,15,-6,4,8,5
Candida biofilm,-3,5,3,8,6
sEH act,-6,-6,6,x,x

[26] O=C(O)CCC(=O)N1CCc2cc(S(=O)(=O)N3CCC(Cc4ccccc4)CC3)ccc21
[27] CCc1ccc(NC(=O)c2noc3c2CCc2ccccc2-3)cc1
[28] Cc1ccc(NC(=O)CSc2nnc(CCCCCNC(=O)OC(C)(C)C)o2)c(C)c1
[29] O=C(NC1CC1)c1ccc(S(=O)(=O)NCC2CCCCC2)cc1
[30] O=C1CSC(c2ccco2)N1 (stereo not drawn)
assay / entry,26,27,28,29,30
H69AR growth 86K,103,84,98,90,x
ERa coact inh,2,-6,3,-2,4
ERb SRC1 inh,-4,1,-5,1[fluorescence artefact?],9[fluorescence artefact?]
Lung fibro prol,97,91,92,97,96
HUVEC prolif 384,102,109,95,95,100
ERa coact pot,132[fluorescence artefact?],102,92,122,100
Smad3 inh,-1,-22,5,4,0
Candida biofilm,6,-2,8,9,3
sEH act,-10,16,-24,2,x

Excerpt: entries 20 to 30
[20] CCc1c(C)[nH]n(CCC#N)c1=O
[21] CC(=O)CSc1nsc(SCC(C)=O)c1C#N
[22] Cc1ccc(N2CC(C(=O)NC3=NCCS3)CC2=O)cc1C (stereo not drawn)
[23] Cc1ccc(S(=O)(=O)N2CCC(C(=O)N(C)C3CCS(=O)(=O)C3)CC2)cc1 (stereo not drawn)
[24] Cc1cccc(NC2=Nc3ccccc3N3C2=Nc2c(c(C)nn2-c2ccccc2)C3c2ccc(O)c(O)c2)c1 (stereo not drawn)
[25] Nc1nnnn1/N=C/c1ccco1
[26] O=C(O)CCC(=O)N1CCc2cc(S(=O)(=O)N3CCC(Cc4ccccc4)CC3)ccc21
assay / entry,20,21,22,23,24,25,26
H69AR growth 86K,84,31*,97,101,1.1*,101,103
ERa coact inh,-9,-7,-3,-7,13,1[fluorescence artefact?],2
ERb SRC1 inh,-3,9,-4,1,24,-1[fluorescence artefact?],-4
Lung fibro prol,103,x,110,92,45*,94,97
HUVEC prolif 384,86,89,102,94,41,96,102
ERa coact pot,114,84,134,90,75,105,132[fluorescence artefact?]
Smad3 inh,5,15,-6,4,8,5,-1
Candida biofilm,2,-3,5,3,8,6,6
sEH act,-4,-6,-6,6,x,x,-10

[27] CCc1ccc(NC(=O)c2noc3c2CCc2ccccc2-3)cc1
[28] Cc1ccc(NC(=O)CSc2nnc(CCCCCNC(=O)OC(C)(C)C)o2)c(C)c1
[29] O=C(NC1CC1)c1ccc(S(=O)(=O)NCC2CCCCC2)cc1
[30] O=C1CSC(c2ccco2)N1 (stereo not drawn)
assay / entry,27,28,29,30
H69AR growth 86K,84,98,90,x
ERa coact inh,-6,3,-2,4
ERb SRC1 inh,1,-5,1[fluorescence artefact?],9[fluorescence artefact?]
Lung fibro prol,91,92,97,96
HUVEC prolif 384,109,95,95,100
ERa coact pot,102,92,122,100
Smad3 inh,-22,5,4,0
Candida biofilm,-2,8,9,3
sEH act,16,-24,2,x

Next section.
[31] CCc1c(C)c2cc(Cl)c(O)c(CN(CC)CC)c2oc1=O
[32] COC(=O)C1=C(C)N(CCc2ccccc2)C(=O)C1
[33] Cc1cccc(-n2c(=O)[nH]c3c(C(N)=O)nc(C(C)C)nc32)c1
[34] CCN(C(=O)c1cc2cccc(OC)c2oc1=O)C1CCCCC1
[35] CCN(CC)S(=O)(=O)c1ccc(NC(=O)C(C)N(c2ccc(OC)cc2)S(C)(=O)=O)cc1 (stereo not drawn)
assay / entry,31,32,33,34,35
H69AR growth 86K,94,105,80,94,94
ERa coact inh,-10,0,-1,-26,11[fluorescence artefact?]
ERb SRC1 inh,-8[fluorescence artefact?],-1,0,-27,7[fluorescence artefact?]
Lung fibro prol,102,100,105,94,93
HUVEC prolif 384,94,98,98,78,106
ERa coact pot,129,112,87[fluorescence artefact?],104,111
Smad3 inh,9,-15,1,6,4
Candida biofilm,7,11,1,4,1
sEH act,-3,4,0,10,-3

[36] O=C1CN(CC(=O)N2CCCCC2)c2ccccc2O1
[37] Clc1nc2sccn2c1/C=N/n1cnc2ccccc21
[38] COc1ccc(CCNC(=O)CCn2c(=O)oc3ccccc32)cc1
[39] CC(=O)Nn1c(C)nnc1-n1nc(C)cc1C
[40] CC1CCC(NC(=O)CN2CCCN(Cc3ccc(F)cc3Cl)C2=O)CC1 (stereo not drawn)
assay / entry,36,37,38,39,40
H69AR growth 86K,67,65,90,99,93
ERa coact inh,9,23[fluorescence artefact?],-5,-5,2[fluorescence artefact?]
ERb SRC1 inh,10,2,-7,-3,1[fluorescence artefact?]
Lung fibro prol,103,90,99,109,99
HUVEC prolif 384,95,93,95,119,96
ERa coact pot,111[fluorescence artefact?],149,105,124,99[fluorescence artefact?]
Smad3 inh,-10,5,0,-7,-3
Candida biofilm,3,7,21*,7,-1
sEH act,22,x,x,x,x

[41] CCOC(=O)C1CCN(C(C(=O)NC2CCCCC2)c2ccc(OC)cc2)CC1 (stereo not drawn)
[42] CSc1nnc2c(n1)OC(c1ccc(C(=O)O)cc1)N(C(C)=O)c1ccccc1-2 (stereo not drawn)
[43] COC(=O)CSc1nnc(-c2ccncc2)o1
[44] Cc1cccc(NC2=NCC(=O)N2CCc2ccccc2)c1
[45] CC(C)CC1C(C#N)=C(N)SC(N)=C1C#N
assay / entry,41,42,43,44,45
H69AR growth 86K,91,99,96,102,91
ERa coact inh,-19,-1,3,-6,-7
ERb SRC1 inh,-13,1,4[fluorescence artefact?],-3,5
Lung fibro prol,98,98,99,93,100
HUVEC prolif 384,106,111,109,93,97
ERa coact pot,109,111,83,91,77
Smad3 inh,3[fluorescence artefact?],19,-10,5,7
Candida biofilm,4,6,0,-4,4
sEH act,x,1,10,-9,-8

[46] Cn1cnc([N+](=O)[O-])c1NC(C)(C)C
[47] CCSc1nnc(-c2ccc(Cl)cc2Cl)o1
[48] CCOC(=O)N1CCN(C(=O)c2cc3c(ccc4ccccc43)oc2=O)CC1
[49] CCOc1ccc(-c2nnc3ccc(SCC(=O)NCc4ccco4)nn23)cc1
assay / entry,46,47,48,49
H69AR growth 86K,97,99,105,86
ERa coact inh,4[fluorescence artefact?],-2,-9,8
ERb SRC1 inh,19,-5,23,12
Lung fibro prol,98,94,99,101
HUVEC prolif 384,98,101,124,106
ERa coact pot,101,112,102,101
Smad3 inh,-12,-1,-4,6
Candida biofilm,3,2,5,5
sEH act,-2,-3,15,1
